From PubChem BioAssay
Rpn11 block = inhibitors of human proteasome Rpn11; human 26S proteasome, Ub4-pepOG fluorescence polarization; 20S core pre-blocked with epoxomicin; calls only at 20 µM; O00487; hit rate 0.59% among 360,000; AID 588493;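 active means inhibition at 20 µM, scaled to each plate's controls, above about 33%, limit read from the data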
SUMO1 PPI mod = alters human SUMO1 binding to SIM partners; SUMO1 binding to a labelled peptide, TR-FRET, 1 h; hit rate 0.33% among 360,000; AID 602429; inhibition, % at 20 µM; in the data active means inhibition above about 37%
NadD inh = inhibitors of Staphylococcus aureus NadD; purified NadD enzyme, colorimetric absorbance read-out; inhibition, % at 20 µM; hit rate 0.78% among 360,000; AID 602399; in the data active means inhibition above about 26%; further: some compounds past the cut are filed as inactive
CSN inh = inhibitors of human CSN-mediated cullin deneddylation; Q92905; Purified CSN, SCF-Nedd8-OG deneddylation, fluorescence polarization; inhibition, % at 12.5 µM; hit rate 0.38% among 360,000; AID 651999;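 active means pattern-corrected inhibition above about 35%, with an unprinted fluorescence ratio check between 0.5 and 1.5, limit read from the data, passing the limit was not always enough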;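 further: 0% = enzyme with substrate and 100% = substrate without enzyme; some results filed as inactive read as strong as hits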
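Assay system: purified human Csn5 enzyme expressed in HEK293T cells; Input: 0.24 nM Csn5 enzyme, final concentration; Reagent: 10 nM SCFSkp2-Nedd8OG; Compound dosing: 12.5 µM single point; Times: reaction 90 min, room temperature; Technique: fluorescence polarization readout.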
STEP block = blocks human striatal-enriched tyrosine phosphatase; inhibition, % at 20 µM; hit rate 0.25% among 360,000; AID 588621; recombinant STEP, OMFP fluorogenic substrate, fluorescence;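 active means inhibition at 20 µM, scaled per plate between control wells, above about 37%, limit read from the data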;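 further: 0% = DMSO with enzyme and substrate and 100% = substrate only without enzyme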
Target sequence (P54829 whole entry, looked up): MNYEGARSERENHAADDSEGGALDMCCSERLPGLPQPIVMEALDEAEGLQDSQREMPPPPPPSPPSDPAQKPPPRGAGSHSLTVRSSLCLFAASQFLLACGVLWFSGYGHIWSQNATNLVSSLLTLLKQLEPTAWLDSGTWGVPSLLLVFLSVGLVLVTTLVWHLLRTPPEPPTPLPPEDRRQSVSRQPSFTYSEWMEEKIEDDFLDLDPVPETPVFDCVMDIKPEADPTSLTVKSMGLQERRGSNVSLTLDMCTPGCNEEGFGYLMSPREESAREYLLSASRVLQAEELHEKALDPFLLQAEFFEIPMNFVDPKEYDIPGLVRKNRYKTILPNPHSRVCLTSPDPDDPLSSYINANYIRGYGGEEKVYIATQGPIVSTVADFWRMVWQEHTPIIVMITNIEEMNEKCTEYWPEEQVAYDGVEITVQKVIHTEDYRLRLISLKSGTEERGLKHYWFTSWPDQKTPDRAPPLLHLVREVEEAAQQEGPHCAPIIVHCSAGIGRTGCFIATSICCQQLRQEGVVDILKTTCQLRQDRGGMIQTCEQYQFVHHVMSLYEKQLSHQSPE
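System: STEP (striatal-enriched tyrosine phosphatase) enzyme, cell-free; medium: Bis-Tris pH 6.0 buffer with DTT, detergent; dosing: 20 µM, 1% DMSO; times: reaction 20 min, ambient temperature; detection: fluorescence, 480/540 nm; read-out basis: normalized % inhibition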
TbMetRS inhib = blocks T. brucei methionyl-tRNA synthetase activity; inhibition, % at 11.9 µM; purified T. brucei MetRS, ATP depletion, Kinase-Glo luminescence; hit rate 0.4% among 360,000;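 active means inhibition above a per-plate cutoff of the control wells' mean inhibition plus 3 SD, cut at about 5.5% in these data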;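 further: 0% = DMSO wells median and 100% = median of wells with control inhibitor compound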
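Test system – parasite MetRS enzyme · Reagent – substrates ATP, L-methionine and bulk Escherichia coli tRNA · Doses – 11.9 µM compound single dose, 0.9% DMSO · Times – 15 min enzyme-compound preincubation, 2 h reaction, 10 min detection, 25 °C · Signal – Kinase-Glo luminescence, ATP depletion format · Controls – DMSO-only wells as low control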
MsrA inhibitor = bovine MsrA inhibition; purified bovine MsrA, absorbance read-out; inhibition, % at 15.5 µM; hit rate 0.75% among 360,000; in the data active means inhibition above about 4.5%;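 further: 0% = vehicle wells with enzyme and 100% = reference inhibitor wells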
LMPTP inh = blocks human LMPTP phosphatase | hit rate 0.22% among 360,000 | P24666 | inhibition, % at 20 µM | recombinant LMPTP-A, OMFP fluorogenic substrate, fluorescence intensity;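 active means compounds that cut the enzyme signal by at least half of the control window in the single-dose screen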;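 further: plate controls were DMSO wells with enzyme plus substrate for no effect and substrate without enzyme for full effect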
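Assay system: LMPTP-A enzyme. Input: 0.625 nM LMPTP-A final. Probe or stimulus: 400 µM OMFP. Compound dosing: single 20 µM dose. Schedule: 50 min dark incubation at room temperature. Detection: fluorescence intensity of OMFP turnover product. Read-out: percent inhibition versus substrate-only and uninhibited controls. Benchmarks: no-enzyme low control, uninhibited high control.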
DNMT1 block = DNMT1 (human) enzyme inhibition | DNMT1 molecular beacon, Hinp1I cleavage, fluorescence | inhibition (reported as % activation of signal), % at 10 µM | hit rate 0.83% among 360,000 | AID 588458; in the data active means inhibition above about 50%
Scp1 inh = Scp-1 (human) phosphatase inhibition | Recombinant Scp1, phosphopeptide, malachite green phosphate absorbance | hit rate 0.88% among 340,000 | Q9GZU7 | inhibition, % at 20 µM | AID 493091;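 active means inhibition above about 50% at 20 µM, limit read from the data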;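 further: plate controls were DMSO wells with enzyme for no effect and wells lacking enzyme for full effect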
Target sequence (Q9GZU7 76-261 limits assumed): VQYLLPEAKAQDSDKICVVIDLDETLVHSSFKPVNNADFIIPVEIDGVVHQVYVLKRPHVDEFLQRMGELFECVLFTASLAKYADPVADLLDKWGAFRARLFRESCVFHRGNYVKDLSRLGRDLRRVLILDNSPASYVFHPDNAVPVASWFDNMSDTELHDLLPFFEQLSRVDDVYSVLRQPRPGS
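System: truncated SCP-1 phosphatase (76-261aa); medium: Tris acetate buffer pH 5.5 with MgCl2 and Tween-20; incubation: 45 min room-temperature reaction, 5 min colour, 30 min stabiliser; compound: single 20 µM dose, 1% DMSO; reagent: Phosphorylated 17-residue peptide substrate; read-out: % inhibition at 20 µM; technique: colorimetric free-phosphate detection, absorbance 630 nm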
Active calls of the source: *; i = inactive; · = not tested or not shown.

Values run as follows: Rpn11 block	SUMO1 PPI mod	NadD inh	CSN inh	STEP block	TbMetRS inhib	MsrA inhibitor	LMPTP inh	DNMT1 block	Scp1 inh
1. Cc1csc(NC(=O)CCCNC(=O)c2ccc(Cl)cc2)n1
 : i	0	2	-2	-4	-0.4	-0.8	-0.9	-3	-5
2. COCCNC(=O)C1(C)CCCN(C(=O)c2cc(C)oc2C)C1 (centres undefined)
 : i	3	-1	-1	-3	0.1	0.7	-2.2	5	·
3. CCc1cc(=O)oc2cc(OCc3nn[nH]n3)ccc12
 : i	1	3	-2	-4	-0.5	·	-2.3	1	-9
4. CCCCC/C=N\NC(=O)Cc1ccc([N+](=O)[O-])cc1
 : i	-12	-6	-17	-2	0.0	-0.3	-1.1	6	-6
5. Cn1c(=O)c2c(SCC(=O)N3CCCC3)nc(CC(C)(C)C)nc2n(C)c1=O
 : i	5	6	2	1	-0.7	-0.4	0.5	3	-2
6. N[C@H](CSCc1ccccc1)C(=O)Nc1ccc([N+](=O)[O-])cc1
 : i	-16	-10	2	4	-0.8	0.9	1.1	1	-4
7. CCOC(=O)c1c(NC(=S)NCC2CCCO2)sc(C)c1C (centres undefined)
 : i	-2	1	-21	6	-0.7	1.8	1.3	1	-7
8. CCOC(=O)c1ccc(N/C=C\C(=O)c2cccc(OC)c2)cc1
 : i	8	1	-3	18	-0.8	-0.1	0.1	2	3
9. COc1ccc(N2C(=NC(=O)C3CCCCC3)SC3CS(=O)(=O)CC32)cc1 (centres undefined)
 : i	6	3	3	0	0.6	-0.6	-0.9	-2	-6
10. O=[N+]([O-])c1cccc2c1ccc1ncccc12
 : i	-35	-2	-3	3	-0.9	0.6	1.7	19	-9
11. Cc1ccc(S(=O)(=O)Nc2cccc(-c3ccc4nncn4n3)c2)cc1
 : i	-18	4	5	1	-0.3	-0.1	0.8	0	-1
12. CCOC(=O)C1=C(C)NC(C)=C(C(=O)OCC)C1c1cc(N)ccc1OC(F)F
 : i	-1	-2	4	0	-0.4	-1.0	1.3	-4	-9
13. O=C(Cc1cccs1)NNC(=O)c1ccccc1Cl
 : i	-2	2	-2	-1	0.1	0.0	-0.8	-2	2
14. O=C(NCCCN1CCCCC1)c1ccc2c(=O)n(CCc3ccccc3)c(=O)[nH]c2c1
 : i	8	-12	1	3	-0.7	0.0	1.1	2	-2
15. Cc1ccc2oc(C(=O)N3CCN(Cc4nccn4C)CC3)c(C)c2c1
 : i	-4	4	1	0	-0.7	-0.3	-0.1	1	1
16. COc1ccc(CNC(=O)C2CCC(CNS(=O)(=O)c3ccccc3)CC2)cc1 (centres undefined)
 : i	1	-8	-1	1	-0.3	-0.1	-0.1	-1	1
17. COc1cc(COCC(O)CN2CCOCC2)cc(OC)c1OC (centres undefined)
 : i	4	1	-4	1	-1.5	-0.5	-3.7	3	-12
18. CC1(C)Cc2c(cnn2-c2ccccc2)C(NC(=O)CCc2ccc(=O)[nH]n2)C1 (centres undefined)
 : i	-1	-3	3	2	-0.5	0.4	-0.9	2	-5
19. CC(C)C(=O)Nc1ccc(N2CCCC2)c(Cl)c1
 : i	-2	-11	-6	-1	-1.2	-0.4	0.9	-1	12
20. O=C(CC(NS(=O)(=O)c1ccc(Cl)cc1)c1ccco1)NCc1ccco1 (centres undefined)
 : i	-2	3	3	-3	1.1	-1.7	0.7	16	25
21. Cc1ccccc1N(CC(=O)NCCSCc1ccccc1)S(C)(=O)=O
 : i	-1	-10	2	-2	-0.5	-0.1	-0.9	1	-14
22. CCNC(=O)CN(c1ccccc1OC)S(=O)(=O)c1cccs1
 : i	-1	-2	-7	-2	-0.4	-1.9	-0.7	1	-1
23. CC(=O)Nc1cc(-c2nn(C)c(=O)c3ccccc23)ccc1N1CCCCC1
 : i	-8	-1	4	2	-1.2	-0.5	-0.6	-1	0
24. Cc1onc(-c2ccccc2Cl)c1C(=O)N1CCN(c2ccccc2)CC1
 : i	-3	6	-2	1	-0.7	2.1	-2.2	0	3
25. Cc1ccc(OCCCN2CCOCC2)c([N+](=O)[O-])c1
 : i	-2	-1	1	-2	-0.6	0.0	-2.9	10	-5
26. COc1ccc(CN2CCN(Cc3csc(C(C)=O)c3)CC2CCO)c(C)c1C (centres undefined)
 : i	0	-3	-2	-4	-0.5	0.1	-1.7	-1	-8
27. CCN(CC)c1nc(Oc2ccc(C(=O)OC)cc2)nc(N2CCOCC2)n1
 : i	3	-2	-4	-1	0.2	-2.0	2.7	-3	-13
28. COc1cccc(C2C=C(Nc3ccccc3)C(=O)N2c2ccccc2)c1 (centres undefined)
 : i	-1	18	-3	0	-0.5	0.8	1.7	-3	-5
29. O=C(Nc1ccccc1)N1CC=C(c2ccc(F)cc2)CC1
 : i	-1	-4	-3	3	-1.6	-1.2	0.1	-5	-8
30. Cc1ccc(-c2nc3cc(N)ccc3o2)cc1
 : i	-3	-3	0	-3	-0.5	2.1	-0.9	-7	-5
31. O=C(CC1(O)C(=O)N(Cc2cccc3ccccc23)c2ccccc21)c1cccnc1 (centres undefined)
 : i	-13	4	4	0	-0.5	0.8	-0.7	-3	-8
32. O=C(CN1C(=O)NC2(CCCCCC2)C1=O)N1CCN(S(=O)(=O)c2ccccc2)CC1
 : i	-1	-2	-6	0	-0.9	1.7	0.8	7	-2
33. CCCCOc1ccc(-c2nnn(C(C)C(=O)OCC)n2)cc1 (centres undefined)
 : i	-1	5	-3	-1	-0.6	-0.2	1.7	-8	-8
34. CCOC(=O)Cc1csc(NC(=O)c2ccc(Br)o2)n1
 : i	1	-1	7	-2	-0.2	1.1	-1.0	-1	-8
35. CCCCCN(C(=O)CCC(=O)OCC(=O)c1c(C)cc(C)cc1C)c1c(N)n(CCCC)c(=O)[nH]c1=O
 : i	2	4	-1	-2	0.2	-1.2	-3.3	-5	-9
36. O=C(O)C1CCCN1C(=O)OCc1ccccc1 (centres undefined)
 : i	-3	-2	8	1	-0.5	-0.7	-0.5	3	-9
37. Cc1ccc(-c2nnc(SCC(=O)Nc3nccs3)n2N)cc1
 : i	-3	-4	4	0	0.0	2.2	0.2	-2	-11
38. COc1cc(NC(=O)CN(C)S(=O)(=O)c2ccc3c(c2)CCC(=O)N3)cc(OC)c1
 : i	2	-2	7	2	-1.0	-0.6	0.7	-3	0
39. COc1ccc(N2CCN(C(=O)c3cc4c(-c5ccc(Cl)cc5)nn(C)c4s3)CC2)cc1
 : i	5	4	4	1	-0.7	-0.6	3.2	-7	-3
40. CSc1cccc(NC(=O)CSc2ccccc2)c1
 : i	-4	-2	0	1	0.0	-0.1	1.5	-3	-8
41. O=C(N/N=C/c1ccco1)c1cccc(NC(=O)c2ccccc2Cl)c1
 : i	-23	-3	3	1	0.1	1.2	0.2	0	-5
42. S=C(NC1CC2CCC1C2)N1CCN(c2cccc(Cl)c2)CC1 (centres undefined)
 : i	-1	-4	1	-1	-0.4	1.0	0.7	5	-5
43. CCN1CCN(CCC(=O)Nc2cccc(OC)c2)CC1
 : i	-3	1	5	0	-1.2	-0.5	-4.4	-6	2
